human PMI inhibitors = MPI inhibition at elevated mannose 6-phosphate – biochemical, fluorescence intensity, high mannose 6-phosphate, primary screen (AID 1220); inhibition, % at 20 µM, or IC50 in µM where a hit was titrated; 0.66% of 190,000 active; recombinant PMI enzyme, coupled fluorescence intensity; higher % means a stronger effect
HEK293 NOD2/NF-kB = NOD2 signaling inhibitors, cell-based, luminescence, uHTS, HEK293 (AID 1566); HEK293 NOD2/NF-kB luciferase reporter, luminescence; higher % means a stronger effect; one-dose inhibition, % at 4 µM; EC50 in µM for titrated hits; 0.63% of 290,000 active; further: many of its hits are not listed in these tables
KOR beta-arrestin-1 = kappa opioid receptor blockers – cell-based, luminescence, uHTS (AID 1778); KOR beta-arrestin recruitment, luminescence, antagonist mode; higher % means a stronger effect; inhibition, % at 10 µM; hits with a dose series show IC50 in µM; 0.091% of 290,000 active; further: strong numbers were not always called active
NOD1 inhibition = inhibition of NOD1-driven NF-kB reporter – cell-based, luminescence, uHTS, primary screen (AID 1578); NOD1-driven NF-kB luciferase reporter cells, luminescence; higher % means a stronger effect; inhibition, % at 4 µM; hits with a dose series show EC50 in µM; 1% of 290,000 active; in the data active means inhibition mostly above about 36%, no sharp cut-off; inactive means mostly below about 34%;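 further: HEK-293T reporter cells stimulated with the NOD1 agonist gamma-tri-DAP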
LYP inhibition = PTPN22 lymphoid phosphatase activity blockers – biochemical, fluorescence intensity, uHTS (AID 1779); 0.054% of 290,000 active; recombinant LYP phosphatase, fluorescence intensity; higher % means a stronger effect; inhibition, % at 11.5 µM; hits with a dose series show IC50 in µM;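 further: plate controls were vehicle with enzyme for no effect and no enzyme for full effect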
KOR beta-arrestin-2 = kappa opioid receptor activators – cell-based, luminescence, uHTS, primary screen (AID 1777). KOR beta-arrestin recruitment, luminescence; higher % means a stronger effect. 0.02% of 280,000 active. activation, % at 10 µM, or EC50 in µM where a hit was titrated; in the data active means activation above about 50%, passing the limit was not always enough; further: a part of the inactive calls stands beside numbers as strong as those of hits
XIAP displacement = small molecules displacing peptide from XIAP – biochemical, IAP family, fluorescence polarization (AID 1018) | displacement, % at 20 µM; hits with a dose series show IC50 in µM | 0.007% of 200,000 active | XIAP BIR domain, fluorescence polarization peptide displacement; higher % means a stronger effect; in the data active means displacement above about 50%; further: a part of the inactive calls stands beside numbers as strong as those of hits
TNAP activators = stimulation of alkaline phosphatase TNAP activity – biochemical, luminescent, no phosphate acceptor, uHTS, primary screen (AID 1001). 0.03% of 200,000 active. purified TNAP, luminescent activation assay, no phosphate acceptor; higher activation fold means a stronger effect. one-dose activation fold at 20 µM; EC50 in µM for titrated hits; in the data active means activation fold from about 3, or a potency from the dose series; inactive means the rest, 99 in 100 with activation fold below about 1.6; further: many of its hits are not listed in these tables
PMI inhibitors = MPI enzyme activity inhibition – biochemical, fluorescence intensity, coupled assay, primary screen (AID 1209); purified PMI enzyme, coupled fluorescence intensity; higher % means a stronger effect; inhibition, % at 20 µM; hits with a dose series show IC50 in µM; 0.42% of 190,000 active;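 further: plate controls were DMSO vehicle for no effect and wells lacking substrate for full effect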
* hit, by the source's call; . = not tested or not shown; [ ] = dose if it differs, or a comment. Unless noted, no stated cut-off is given here; in the data, active means inhibition above about 50%; inactive means the rest. Not all compounds are listed (hit frequency here may not be typical).

SMILES	human PMI inhibitors	HEK293 NOD2/NF-kB	KOR beta-arrestin-1	NOD1 inhibition	LYP inhibition	KOR beta-arrestin-2	XIAP displacement	TNAP activators	PMI inhibitors
CC1CN(c2ccc([N+](=O)[O-])cc2Cl)CCN1S(C)(=O)=O (configuration not stated)	.	20%	-11%	1%	-6%	5.5%	.	.	.
CCOc1ccccc1NC(=O)NCCc1c[nH]c2ccccc12	.	2%	-19%	-8%	-6%	3.3%	.	.	.
COc1ccc(S(=O)(=O)N(CC(=O)NCC2CCCO2)c2ccc(F)cc2)cc1OC (configuration not stated)	-3%	11%	-11%	.	-8%	0.3%	-1.1%	1.1	-3%
O=C(Nc1cccc2cccnc12)c1cccc(Cl)c1	.	-24%	-6%	-44%	-8%	2.0%	.	.	.
C=CCN(C(=O)CCC(=O)Nc1cc(C)on1)C(C(=O)NC1CCCC1)c1cccnc1 (configuration not stated)	12%	5%	-18%	-16%	-14%	-4.1%	-2.7%	1.1	13%
COc1ccc2nc(N3CCCC(C(=O)NCCc4ccc(OC)c(OC)c4)C3)sc2c1 (configuration not stated)	.	4%	2%	-4%	-9%	-0.9%	.	.	.
CCOC(=O)Cc1csc(NC(=O)/C=C/c2ccc(Br)o2)n1	.	15%	21%	10%	-6%	0.1%	.	.	.
Cc1cc(S(=O)(=O)Nc2cc(C)c(O)c(C)c2)c(C)s1	-7%	9%	-2%	27%	2%	-6.5%	-20%	0.9	-3%
COC(=O)C1CCN(C(=O)c2ccc(NC(C)=O)cc2)CC1	0%	-3%	-6%	-11%	-3%	2.8%	-11%	1.2	-5%
CCCn1c(NCc2ccc3c(c2)OCO3)nc2ccccc21	6%	-17%	-13%	-21%	-2%	-4.8%	-1.5%	1.1	7%
CC(=O)c1ccc(NC(=O)CSCCO)cc1	10%	-8%	12%	-20%	-8%	-2.9%	-2.4%	1.1	11%
C=CCSc1nnc(-c2nnc(SCC=C)n2CC)n1CC	8%	12%	-9%	16%	-2%	10%	-6.8%	1	7%
O=C(NNS(=O)(=O)c1ccc(F)cc1)c1ccc2c(c1)OCO2	.	11%	-18%	-9%	-11%	5.6%	.	.	.
O=C(NC1CCSC1=O)c1ccc(Oc2cccc(C(F)(F)F)c2)nc1 (configuration not stated)	-2%	14%	2%	-8%	-8%	-0.8%	-6.1%	1.1	-3%
CCN1CCN(c2nc3ccccc3nc2C(C#N)C(=O)OCc2ccccc2)CC1 (configuration not stated)	25%	1%	3%	-26%	-3%	-5.6%	-7.8%	1	9%
Cc1ccc(NC(=O)COC(=O)/C=C/c2ccccc2)cc1S(=O)(=O)N1CCOCC1	-1%	5%	2%	-16%	0%	1.4%	-1.9%	1.1	-12%
O=C(CNC(=O)c1cccc(Br)c1)N/N=C/c1cc(Br)cc(Br)c1O	-20%	.	1%	.	1%	-7.1%	-5.7%	1.7	-21%
CCc1c(C)sc(NC(=O)OC)c1C(=O)N1CCOCC1	0%	12%	-22%	3%	-2%	3.9%	-0.9%	1.1	-2%
COc1cc(NC(=O)COC(=O)CSc2ccc3ccccc3c2)c(C)cc1[N+](=O)[O-]	9%	5%	-15%	-1%	-4%	1.1%	-3.3%	1.1	9%
C/C(=N\Nc1nccnc1Cl)c1ccc(F)cc1	0%	-45%	-17%[20 µM]	-21%	-8%	.	-11%	1	-1%

The closing 2 compounds of the part above come first, to join the parts:
SMILES	human PMI inhibitors	HEK293 NOD2/NF-kB	KOR beta-arrestin-1	NOD1 inhibition	LYP inhibition	KOR beta-arrestin-2	XIAP displacement	TNAP activators	PMI inhibitors
COc1cc(NC(=O)COC(=O)CSc2ccc3ccccc3c2)c(C)cc1[N+](=O)[O-]	9%	5%	-15%	-1%	-4%	1.1%	-3.3%	1.1	9%
C/C(=N\Nc1nccnc1Cl)c1ccc(F)cc1	0%	-45%	-17%[20 µM]	-21%	-8%	.	-11%	1	-1%
CCOC(=O)c1ccc(N2C(=O)CC(N(C)CCc3ccc(OC)c(OC)c3)C2=O)cc1 (configuration not stated)	17%	-3%	34%	-18%	1%	-5.5%	2.9%	1.1	16%
CN(c1ccc(OCC(=O)N2CCCCC2)cc1)S(=O)(=O)c1cccs1	-7%	24%	11%	11%	-9%	-6.1%	-3.2%	1	-17%
COc1ccc(NS(=O)(=O)c2cc(NC(=O)CC(=O)c3ccc([N+](=O)[O-])cc3)ccc2C)cc1	-12%	25%	-98%[20 µM]	55%*	-6%	-2.7%	-3.7%	1	-17%
O=C(CCCc1c[nH]c2ccccc12)NCc1ccc2c(c1)OCO2	4%	-17%	14%	-25%	3%	-11%	-5.1%	1.1	4%
O=C(NCc1ccco1)c1cc2ccc(O)cc2oc1=O	-17%	-36%	9%	-6%	-50%	5.7%	-11%	1.1	4%
Cc1ccc(NC(=O)NCC(c2cccnc2)N2CCOCC2)cc1 (configuration not stated)	-5%	11%	-2%	3%	-2%	-2.2%	-5.9%	1	-3%
COc1ccc(N(C(=O)Cn2nnc(-c3ccc(Cl)cc3)n2)C(C(=O)NCC2CCCO2)c2ccc(C)cc2)cc1 (configuration not stated)	2%	-10%	-38%	-22%	-10%	5.2%	0.6%	1.1	0%
COC(=O)CC1=C(C(=O)OC)C(c2cccc(OCC(N)=O)c2)C(C#N)=C(N)O1 (configuration not stated)	12%	11%	-29%	6%	-5%	4.8%	-3.3%	1.1	2%
Cc1ccc(NC(=O)N2CCC(c3nc4c(nnn4Cc4cccc(Cl)c4)c(=O)[nH]3)CC2)cc1	24%	7%	-1%	-32%	7%	2.8%	-7.5%	1.1	28%
O=C(Oc1ccc(NC(=O)c2cc3c(cc2Br)OCO3)cc1)c1ccccc1	.	13%	6%	-9%	-3%	41%	.	.	.
O=C(CSc1nnc2ccccn12)c1ccc2c(c1)OCCO2	15%	-68%	29%	-14%	-2%	-6.0%	-2.1%	1.1	12%
Cn1cc(SCC(=O)Nc2nc3ccccc3s2)c2ccccc21	9%	-4%	4%	-22%	1%	-0.1%	0.2%	1	8%
NS(=O)(=O)c1ccc(NC(=S)N2CCN(c3ccccc3)CC2)cc1	-9%	0%	27%	-46%	1%	3.5%	-37%	1.2	-1%
CCN(c1ccc(C)c(C)c1)S(=O)(=O)c1ccc2c(c1)CCN2C(=O)CCC(=O)O	2%	17%	26%	1%	1%	-1.5%	-2.6%	1	4%
O=C(Nn1c(SCc2ccc([N+](=O)[O-])cc2)nc2ccccc2c1=O)c1ccc(F)cc1	8%	8%	-74%	11%	-3%	-6.0%	-10%	1.1	11%
Cc1ccc(CNC(=O)CCS(=O)(=O)Cc2ccc(C)cc2)cc1	.	-13%	-5%	16%	-4%	-7.4%	.	.	.
Cc1c(C)c2c(OCC(=O)N3CCC(C(=O)NCC(C)C)CC3)cc3c(c2oc1=O)CCC(C)(C)O3	.	19%	-25%	-19%	-20%	-6.2%	.	.	.
CCCn1c(NC(=O)c2ccccc2)nc2ccccc21	-12%	-12%	-46%	-8%	-5%	1.1%	11%	1	-13%
O=C(c1cc2cc(Br)ccc2o1)N1CCCC1	11%	-51%	-23%[20 µM]	-50%	-6%	-2.5%	-1.3%	1	10%
Cc1cc(OCC(=O)NC(C)(C)C)ccc1Cl	8%	-44%	32%	-63%	-2%	2.0%	-2.3%	1.1	-2%

One compound at a time, as listed above. Order of screens: human PMI inhibitors | HEK293 NOD2/NF-kB | KOR beta-arrestin-1 | NOD1 inhibition | LYP inhibition | KOR beta-arrestin-2 | XIAP displacement | TNAP activators | PMI inhibitors
O=C(Nn1c(SCc2ccc([N+](=O)[O-])cc2)nc2ccccc2c1=O)c1ccc(F)cc1 in the list: 8% | 8% | -74% | 11% | -3% | -6.0% | -10% | 1.1 | 11%
Cn1cc(SCC(=O)Nc2nc3ccccc3s2)c2ccccc21 in the list: 9% | -4% | 4% | -22% | 1% | -0.1% | 0.2% | 1 | 8%
O=C(CCCc1c[nH]c2ccccc12)NCc1ccc2c(c1)OCO2 in the list: 4% | -17% | 14% | -25% | 3% | -11% | -5.1% | 1.1 | 4%
CCOc1ccccc1NC(=O)NCCc1c[nH]c2ccccc12 in the list: . | 2% | -19% | -8% | -6% | 3.3% | . | . | .
O=C(Nc1cccc2cccnc12)c1cccc(Cl)c1 in the list: . | -24% | -6% | -44% | -8% | 2.0% | . | . | .

(cont.)
SMILES	human PMI inhibitors	HEK293 NOD2/NF-kB	KOR beta-arrestin-1	NOD1 inhibition	LYP inhibition	KOR beta-arrestin-2	XIAP displacement	TNAP activators	PMI inhibitors
Cc1ccc(Nc2nc3ccccc3o2)cc1F	8%	-76%	2%	-104%	6%	-7.2%	-4.6%	1.1	-1%
COc1ccccc1N1CCN(C(=O)c2sc3nc(-c4ccc(F)cc4)cn3c2C)CC1	21%	31%	-17%	31%	7%	3.6%	-2.9%	1.1	23%
CCC1CCCCN1S(=O)(=O)c1ccc(S(=O)(=O)N(Cc2ccccn2)CC2CCCO2)cc1 (configuration not stated)	-21%	6%	-2%	-11%	1%	3.1%	-2.2%	0.9	-25%
Cc1noc(C)c1COC(=O)COc1ccc(C#N)cc1	-4%	13%	-4%	-34%	-5%	-0.5%	-5.0%	1.1	-6%
CCc1nnc(NC(=O)C2COc3ccccc3O2)s1 (configuration not stated)	-4%	-58%	-33%	-41%	-5%	0.3%	24%	1.1	1%
O=C(NC(=O)c1cccc(Cl)c1)OC[C@@H]1CCCN2CCCCC12 (some centres not stated)	11%	1%	28%	14%	-2%	20%	-3.2%	1.2	13%
COc1ccc(CCNC(=O)c2ccncc2)cc1OC	7%	2%	5%	-12%	-5%	-1.7%	-8.5%	1	3%
Cc1ccc2c(c1)C(=C(C#N)C#N)C(=O)N2CCN1CCOCC1	.	9%	-10%	2%	-3%	3.4%	.	.	.
Cc1cccc(NC(=S)NNC(=O)c2ccccc2OC(F)F)c1	-12%	-37%	2%	-10%	-9%	-0.1%	-7.1%	1.1	-5%
CN(C)c1ccc(C(=O)Nc2ccc(CN3CCS(=O)(=O)CC3)cc2)cc1	.	-18%	10%	-9%	0%	-2.8%	.	.	.
COC(=O)c1cccc(NC(=O)c2ccc(S(=O)(=O)N3CCN(C)CC3)cc2)c1	-1%	10%	15%	8%	-7%	-0.7%	-2.0%	1.1	2%
CCOC(=O)C1(CCCc2ccccc2)CCN(C(=O)CN2C(=O)CSC2=O)CC1	0%	10%	-10%	-4%	4%	0.3%	0.0%	1.1	4%
CCCOc1ccc(-c2c(C(=O)N/N=C(\C)c3ccncc3)nnn2-c2nonc2N)cc1	.	21%	-5%	-23%	-5%	-2.6%	.	.	.
O=C(NCc1cn2ccccc2n1)c1ccco1	-1%	12%	-129%	54%*	-3%	1.5%	-15%	1	6%
COc1ccc(C(CNC(=O)c2oc3ccc(Br)cc3c2C)N2CCCCC2)cc1 (configuration not stated)	14%	-11%	-16%	-22%	0%	-0.3%	-6.1%	1.1	11%
O=C(CCCNC(=O)c1ccc(Cl)cc1)NCc1ccc(F)cc1	.	10%	-21%	8%	-10%	1.7%	.	.	.
CN(C1CCCCC1)S(=O)(=O)c1ccc(NC(=O)C2CCCCC2C(=O)O)cc1 (configuration not stated)	8%	9%	6%	.	4%	-2.3%	-1.7%	1.1	9%
Cc1ccc(/C=N/NC(=O)c2cccs2)s1	8%	-54%	24%	-37%	4%	-1.8%	-18%	1.1	16%
COc1ccccc1C1C2=C(CC(C)(C)CC2=O)N(CC(=O)O)C2=C1C(=O)CC(C)(C)C2	.	-3%	6%[20 µM]	28%	-10%	-0.2%	.	.	.
C=CCNC(=O)Cc1c(OC)ccc2cc(Br)ccc12	0%	19%	-62%[20 µM]	-4%	-6%	3.1%	-7.6%	1.1	-1%
CCOC(=O)c1cnc(-n2nc(C)cc2C)nc1NC1CCCCC1	-1%	38%	10%	41%	2%	-1.4%	-2.7%	1	5%
